From PubChem
OXTR agonist: agonists of human oxytocin receptor; hit rate 0.32% among 320,000; P30559; CHO-OTR cells, Fluo-8 calcium fluorescence; normalized: DMSO 0%, oxytocin 100%; activation, % at 3 µM; AID 2435;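 active = activation above the mean of all tested compounds plus 3 SD, cutoff set per screening run, cut at about 20% in these data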;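 also: peak over basal fluorescence ratio from a 100 s FLIPR kinetic read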
Target sequence (P30559 whole entry, looked up): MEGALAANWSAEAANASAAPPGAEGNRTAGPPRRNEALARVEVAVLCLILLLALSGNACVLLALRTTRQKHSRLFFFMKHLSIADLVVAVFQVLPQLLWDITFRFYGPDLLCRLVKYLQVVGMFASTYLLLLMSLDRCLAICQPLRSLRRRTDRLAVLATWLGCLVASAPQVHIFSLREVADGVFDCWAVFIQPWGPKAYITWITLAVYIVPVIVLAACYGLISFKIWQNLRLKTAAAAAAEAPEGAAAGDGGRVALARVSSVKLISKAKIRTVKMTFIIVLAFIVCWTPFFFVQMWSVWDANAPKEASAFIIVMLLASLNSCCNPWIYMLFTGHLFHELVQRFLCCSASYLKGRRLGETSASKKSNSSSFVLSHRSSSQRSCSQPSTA
PfM18AAP inh: PfM18AAP enzyme inhibition | recombinant PfM18AAP, H-Glu-NHMec fluorogenic cleavage | inhibition, % at 7.35 µM | hit rate 1.2% among 290,000 | AID 1822;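 active = inhibition above the campaign mean inhibition over all tested compounds plus 3 SD, cut at about 28% in these data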;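 also: 0% = plate median of test compound wells and 100% = 2 mM ZnCl2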
GPR7 antagonist: antagonists of human GPR7 (neuropeptides B/W receptor 1); P48145; GPR7-expressing cells, fluorescence antagonist assay; inhibition, % at 4.4 µM; hit rate 1.1% among 290,000; in the data active = inhibition above about 16%, passing the limit was not always enough;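 also: cells stimulated with the agonist NPW; 0% = agonist with vehicle and 100% = vehicle without agonist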
NALP1 inh: NALP1 inhibition; inhibition, % at 10 µM; S. cerevisiae NALP1/ASC/caspase-1 growth, X-gal OD620, 72 h; AID 2071; hit rate 0.61% among 280,000; in the data active = inhibition mostly above about 24%, no sharp cut-off; inactive = mostly below about 32%; also: some compounds called inactive have numbers as strong as hits
OXTR potentiator: potentiates the human oxytocin receptor response. P30559. CHO-OTR cells, Fluo-8 calcium fluorescence, potentiator mode; 0% = oxytocin EC15, 100% = EC100. activation, % at 3 µM. hit rate 0.061% among 320,000. AID 2445;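 active = activation above that plate's cutoff, the mean activation of tested compounds plus 3 SD, cut at about 6.6% in these data, passing the limit was not always enough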;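 also: 100% uses oxytocin at 75 nM as the full agonist control; some results filed as inactive read as strong as hits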
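Material: CHO-OTR cells, human receptor; compound dosing: single dose, 3.0 µM nominal final compound concentration; schedule: 6 min compound pre-incubation at room temperature, 100 s kinetic read; measured by: kinetic Fluo-8 calcium fluorescence; read-out basis: % activation vs EC15 and EC100 oxytocin; controls: EC15 oxytocin alone as 0%, 75 nM oxytocin as 100%; replicates: singlicate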
MEKK2 WT-MEK5: raises or lowers MEK5 binding to wildtype human MEKK2 PB1 domain. bead flow cytometry, Alexa488-MEK5 binding to MEKK2 WT; actives lie on both sides. AID 1531. binding response (% of control), % at 10 µM. Q9Y2U5. hit rate 1.1% among 290,000; in the data active = binding response below about 67% or above about 130%
GalR3 antagonist: human GalR3 antagonism; O60755; HEK293 GalR3-CNG cAMP membrane potential fluorescence; galR3 body fused to GalR1 C-terminus; inhibition, % at 3 µM; hit rate 0.44% among 360,000; AID 651719;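 active = inhibition above the screen-wide average plus 3 SD, cut at about 13% in these data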;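 also: forskolin and galanin both at EC90 stimulate the cells; cAMP rise reported by CNG channel membrane potential dye signal; 0% = forskolin plus galanin with DMSO and 100% = forskolin alone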
Target sequence (O60755 1-299 limits assumed): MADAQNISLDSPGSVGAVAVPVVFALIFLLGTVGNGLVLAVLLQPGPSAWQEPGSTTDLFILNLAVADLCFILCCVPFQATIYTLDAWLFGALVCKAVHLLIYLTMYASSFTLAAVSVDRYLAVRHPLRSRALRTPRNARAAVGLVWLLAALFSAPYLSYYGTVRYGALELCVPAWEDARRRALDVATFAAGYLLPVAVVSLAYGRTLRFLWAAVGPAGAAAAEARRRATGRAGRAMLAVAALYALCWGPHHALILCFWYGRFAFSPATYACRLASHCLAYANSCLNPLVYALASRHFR
MEKK2 mut-MEK5: signal of MEK5 binding to mutant human MEKK2 PB1 domain | bead flow cytometry, Alexa488-MEK5 binding to MEKK2 mutant | percent response, % at 10 µM | hit rate 0.35% among 290,000; in the data active = percent response above about 24%, passing the limit was not always enough; also: inactives centre near 1; some results filed as inactive read as strong as hits
V1aR counter: activates human V1a receptor in oxytocin agonist counter-screen | P37288 | CHO-V1R cells, Fluo-8 calcium fluorescence, agonist mode; 0% DMSO, 100% 3 nM vasopressin | activation, % at 3 µM | hit rate 0.25% among 320,000 | AID 2797;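 active = activation above the mean activation of all tested compounds plus 3 SD, per screening run, cut at about 20% in these data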;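 also: signal is peak over basal fluorescence ratio across a 100 second FLIPR read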
Target sequence (P37288 whole entry, looked up): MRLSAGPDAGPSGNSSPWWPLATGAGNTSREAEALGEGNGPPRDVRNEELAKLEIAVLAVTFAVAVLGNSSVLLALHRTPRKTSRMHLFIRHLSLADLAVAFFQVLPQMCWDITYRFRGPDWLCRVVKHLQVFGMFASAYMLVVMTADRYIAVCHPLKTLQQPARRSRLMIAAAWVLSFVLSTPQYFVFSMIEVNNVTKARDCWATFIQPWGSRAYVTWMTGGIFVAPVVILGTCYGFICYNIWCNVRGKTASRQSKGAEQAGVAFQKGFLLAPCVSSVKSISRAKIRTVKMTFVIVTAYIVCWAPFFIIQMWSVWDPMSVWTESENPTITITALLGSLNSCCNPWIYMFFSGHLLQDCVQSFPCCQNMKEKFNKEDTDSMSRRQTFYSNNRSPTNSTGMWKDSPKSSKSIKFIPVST
Numbers without * were called inactive; . = no result given; [ ] = remark or other dose.

The line under a structure holds: OXTR potentiator	OXTR agonist	GPR7 antagonist	PfM18AAP inh	MEKK2 mut-MEK5	GalR3 antagonist	NALP1 inh	MEKK2 WT-MEK5	V1aR counter
1. c1csc(-c2noc(COc3ccc4c(c3)CCCC4)n2)c1
→ -5	1.0	-11	-4	-1	-2	-2	98	2.1
2. CCOC(=O)C1=C(CC)OC(N)=C(C#N)C1c1ccc(OC)c(C)c1OC (configuration not stated)
→ 2	3.1	-16	-1	-13	-3	35	2.0*[inhibitor]	2.0
3. Cc1cccn2c(NC(=O)c3ccccc3F)c(-c3ccccc3)nc12
→ -4	-2.0	-11	-2	7	-12	8	105	0.1
4. CCOC(=O)c1cnc2c(c(C)nn2C)c1Oc1cc(Cl)cc(Cl)c1
→ -13	-2.8	7	-5	2	-5	-22	100	-1.4
5. CNC(=S)N(CCc1cccc(C)c1)Cc1cc2cc(OC)c(OC)cc2[nH]c1=O
→ -5	0.3	-5	-4	3	-6	0	99	1.0
6. COc1ccc(C(=O)O)cc1N1C(=O)Nc2ccccc2N1O
→ -5	1.0	1	2	-14	1	-3	62	0.2
7. Cc1ccc(-n2cccn2)cc1
→ 2	0.4	1	1	-3	-2	4	100	0.2
8. N#C/C(=C\c1cccs1)Sc1nc2ccccc2s1
→ -8	-0.7	-3	1	7	3	7	109	0.6
9. CCOC(=O)c1ccc(NC(=O)Oc2ccccc2)cc1
→ -1	1.4	-5	-1	0	-5	15	99	0.3
10. COc1ccc(-c2nc[nH]c2[N+](=O)[O-])cc1
→ -16	-0.2	3	2	2	-3	0	105	1.5
11. Cc1ccc(Sc2ncccc2/C=N/O)cc1
→ 1	-1.7	0	-10	-1	2	11	94	-1.1
12. O=C1CCCN1c1ccc(S(=O)(=O)NCc2ccc(F)cc2)cc1
→ -13	4.3	7	-1	5	-8	5	105	5.5
13. C[C@H](NC(=O)c1[nH]cnc1C(=O)Nc1ccc(CNC(=O)OC(C)(C)C)cc1)C(=O)OCc1ccccc1
→ -13	-0.9	.	.	2	-7	.	82	1.2
14. O=C(Nc1ccc(C(=O)O)cc1)/C(=C\c1cccc([N+](=O)[O-])c1)NC(=O)c1ccc(Br)o1
→ 2	-0.2	6	-4	-11	2	1	98	0.7
15. CCn1c(CC(=O)Nc2ccc(C)cc2)nnc1SCC(=O)NCCc1ccccc1
→ -4	-1.3	-7	1	7	-3	-5	111	0.2
16. CC(C)Oc1ccc(NC(=O)c2ccncc2)cc1
→ -17	1.5	-13	-1	-1	-5	10	97	3.6
17. Cc1cc(C)c(C)c(S(=O)(=O)N2C(=S)NC(=O)C2C(C)C)c1C (configuration not stated)
→ -11	-1.6	-3	5	16	1	13	104	0.0
18. CCN(CC)S(=O)(=O)c1ccc(N2C(=O)Nc3ccccc3N2O)cc1
→ -3	-0.5	-12	-1	-3	7	16	95	0.6
19. COc1ccc2c(c1)CCCC21NC(=O)N(CC(=O)N2CC(C)OC(C)C2)C1=O (configuration not stated)
→ 1	1.0	.	.	.	-2	.	.	0.9
20. O=C(O)CC(CN1C(=O)c2ccccc2C1=O)c1ccccc1 (configuration not stated)
→ -10	-0.4	.	.	.	-3	.	.	0.1
21. O=C(CN1C(=O)COc2ccc(S(=O)(=O)N3CCCC3)cc21)NC1CCCCCCC1
→ -7	-0.8	27*	3	13	.	26	104	-1.0
22. CCOC(=O)c1c(NC(=O)CCN2CCOCC2)sc(C)c1-c1ccccc1
→ -4	-2.5	-14	0	10	-3	0	113	-0.1
23. CN1CCN(S(=O)(=O)c2cccc(C(=O)Nc3ccccc3N3CCOCC3)c2)CC1
→ -7	0.5	-2	-2	-9	-3	19	87	-0.8
24. CCC(CO)Oc1cc(NCc2ccc(Cl)cc2)c2ncn(C(C)C)c2c1 (configuration not stated)
→ 4	3.5	.	.	.	-1	.	.	2.3
25. CN(C)C(CNc1ccc([N+](=O)[O-])cc1C#N)c1ccccc1 (configuration not stated)
→ -14	-0.4	-8	-1	-15	6	1	83	-0.2
26. Cc1cccc(CSCC(=O)NCc2ccc(S(N)(=O)=O)cc2)c1
→ -11	-0.6	-11	-14	3	8	6	104	0.9
27. CC1=C(C#N)C(=O)NC(C)(C)C1
→ -7	0.7	-10	-2	-16	-2	-5	77	1.0
28. CCOc1ccc(N(C)C(=O)CCc2nnc3ccc(N4CCC5(CC4)OCCO5)nn23)cc1
→ -5	-0.6	6	5	0	1	9	98	-0.1
29. CC(C)NC(=O)Nc1cccc2c1O[C@H](CN(C)C(=O)Nc1ccccc1)[C@@H](C)CN([C@H](C)CO)C2=O
→ -7	1.1	.	.	.	-3	.	.	1.0
30. CCCC1C2CN(C(C)=O)CC=C2C(C#N)=C(N)C1(C#N)C#N (configuration not stated)
→ -6	1.6	-8	3	4	1	27	110	0.4
31. O=C(Cc1ccccc1)NCC(=O)N/N=C/c1cccnc1
→ 0	-0.5	2	-2	1	-2	.	100	1.3
32. CN(C)CCNC(=O)C(=O)NCC1OCCN1S(=O)(=O)c1ccc2c(c1)OCCO2 (configuration not stated)
→ 0	0.9	-5	-8	-1	1	.	114	1.4
33. CCN(CC)C(C)C(=O)NCC1(c2ccccc2)CCOCC1 (configuration not stated)
→ -15	-0.3	-7	-10	5	-1	-46	110	0.8
34. N#Cc1ccccc1S(=O)(=O)N1CCN(C(=O)C2COc3ccccc3O2)CC1 (configuration not stated)
→ -4	0.1	.	.	.	-5	.	.	1.2
35. COc1ccc(OC)c(-c2cc(C(=O)Nc3c(C)nn(Cc4ccc(Cl)cc4)c3C)no2)c1
→ -7	0.4	-10	-4	.	-6	10	.	2.3
36. COc1cc(C(=O)N2C(=O)c3cccc(N)c3C2=O)cc(OC)c1OC
→ -1	-0.1	-12	4	-5	-2	6	94	0.7
37. C[C@H](CO)N1C[C@H](C)[C@@H](CN(C)S(=O)(=O)c2ccc(F)cc2)Oc2ccc(NC(=O)NC3CCCCC3)cc2C1=O
→ -1	1.3	.	.	.	-6	.	.	1.8
38. CCN(CC)CCCN1C(=O)C(O)=C(C(=O)c2cc3cccc(OC)c3o2)C1c1ccncc1 (configuration not stated)
→ -1	-0.1	-12	3	7	-4	1	102	-0.3
39. CCOC(=O)c1cnc(-c2ccccc2)nc1N(C)C
→ -1	-0.9	-8	-4	4	-8	24	101	-1.0
40. CC1(C)c2ccccc2N2CC(=O)N[C@@]21/C=C/C=C/c1ccccc1
→ -9	-0.2	-9	1	-25	-2	-2	89	0.1

Quoted from the results shown, five compounds:
The line under a structure holds: OXTR potentiator	OXTR agonist	GPR7 antagonist	PfM18AAP inh	MEKK2 mut-MEK5	GalR3 antagonist	NALP1 inh	MEKK2 WT-MEK5	V1aR counter
1. c1csc(-c2noc(COc3ccc4c(c3)CCCC4)n2)c1
→ -5	1.0	-11	-4	-1	-2	-2	98	2.1
2. CCOC(=O)C1=C(CC)OC(N)=C(C#N)C1c1ccc(OC)c(C)c1OC (configuration not stated)
→ 2	3.1	-16	-1	-13	-3	35	2.0*[inhibitor]	2.0
3. Cc1cccn2c(NC(=O)c3ccccc3F)c(-c3ccccc3)nc12
→ -4	-2.0	-11	-2	7	-12	8	105	0.1
4. CCOC(=O)c1cnc2c(c(C)nn2C)c1Oc1cc(Cl)cc(Cl)c1
→ -13	-2.8	7	-5	2	-5	-22	100	-1.4
5. CNC(=S)N(CCc1cccc(C)c1)Cc1cc2cc(OC)c(OC)cc2[nH]c1=O
→ -5	0.3	-5	-4	3	-6	0	99	1.0

(list continues)
The line under a structure holds: OXTR potentiator	OXTR agonist	GPR7 antagonist	PfM18AAP inh	MEKK2 mut-MEK5	GalR3 antagonist	NALP1 inh	MEKK2 WT-MEK5	V1aR counter
41. O=C(N/N=C/c1cc([N+](=O)[O-])ccc1O)c1ccc(COc2ccc3c(c2)CCC3)o1
→ .	.	-11	4	-2	9	15	100	.
42. CC(=O)Nc1ccc(S(=O)(=O)N2c3ccccc3C(C)=CC2(C)C)cc1
→ -11	2.4	22*	1	-5	-4	9	92	2.2
43. COc1cc(C2C(C#N)=C(N)Oc3c2ccc2ccccc32)ccc1OCC(=O)Nc1ccccc1C (configuration not stated)
→ -4	1.5	7	11	0	-4	18	93	0.2
44. CS(=O)(=O)Nc1ccc2[nH]c(=O)[nH]c2c1
→ -14	-0.3	-7	-4	-1	.	-6	104	-0.6
45. O=c1cc(N=Nc2ccc(Cl)cc2)[nH]c(=O)[nH]1
→ 2	0.1	6	70*	-2	-5	48	91	0.1
46. Cc1cc2[nH]c3ccccc3c2c(C)n1
→ -2	1.6	-7	-8	-1	-7	-9	102	1.7
47. CCOc1ccc(-c2c(C(=O)N/N=C/c3sccc3C)nnn2-c2nonc2N)cc1
→ -14	-2.0	-4	3	-9	1	14	92	1.2
48. COc1ccc(-c2cc([C@H]3[C@@H]4C=CCC[C@@]4(C)C(=O)N3Cc3ccccc3)ccc2F)cc1
→ 2	-1.9	.	.	-7	-5	13	91	0.2
49. COc1ccccc1NC(=O)Cn1nnc(C(=O)NCCc2ccccc2)c1N
→ 1	-0.7	1	-6	-10	-3	3	93	-0.6
50. Cc1ncoc1C(=O)N1CCCC(CCC(=O)NCc2ccc(F)c(F)c2)C1 (configuration not stated)
→ -1	0.5	-1	-5	-2	-4	7	98	4.5

Four compounds from above with just PfM18AAP inh and GalR3 antagonist.
cpd	Molecule	PfM18AAP inh	GalR3 antagonist
16	CC(C)Oc1ccc(NC(=O)c2ccncc2)cc1	-1	-5
17	Cc1cc(C)c(C)c(S(=O)(=O)N2C(=S)NC(=O)C2C(C)C)c1C (configuration not stated)	5	1
18	CCN(CC)S(=O)(=O)c1ccc(N2C(=O)Nc3ccccc3N2O)cc1	-1	7
19	COc1ccc2c(c1)CCCC21NC(=O)N(CC(=O)N2CC(C)OC(C)C2)C1=O (configuration not stated)	.	-2

Next part.
The line under a structure holds: OXTR potentiator	OXTR agonist	GPR7 antagonist	PfM18AAP inh	MEKK2 mut-MEK5	GalR3 antagonist	NALP1 inh	MEKK2 WT-MEK5	V1aR counter
51. CCS(=O)(=O)N1CCC(C(=O)NCCc2ccccc2)CC1
→ 1	-0.1	-6	3	.	-3	11	.	0.5
52. COc1ccc(-n2c(COc3ccccc3)nnc2SCC(N)=O)cc1
→ -15	1.2	-7	7	6	2	18	102	0.1
53. CCN(CC)S(=O)(=O)c1ccc(OC)c(NC(=O)CSc2cc(Cl)ccc2Cl)c1
→ -7	1.9	-12	-2	-2	-4	32	104	0.1
54. O=C(Nc1ccc(CN2CCOCC2)cc1)c1ccc(Cl)cc1Cl
→ .	.	-5	-3	5	-5	17	101	.
55. COc1ccc(CNS(=O)(=O)NCc2ccc(C)cc2)cc1OC
→ -21	9.1	-3	0	-9	-6	5	95	6.1
56. Cn1c(=O)[nH]c(=O)c2c1nc(CN1CCOCC1)n2CCCO
→ -4	1.1	-7	11	7	-6	-2	111	0.5
57. O=C(/C=C/c1cn(-c2ccccc2)nc1-c1ccccc1)Nc1ccc(C(=O)O)cc1
→ 4	-1.1	7	-11	-7	2	-5	93	-0.8
58. CC(=O)Nc1c(C)nn(C(C)=O)c1C
→ -6	0.1	0	-11	-4	-3	20	87	1.2
59. Cn1nc(C(F)(F)F)c(C#N)c1N1CCN(c2cccc(C(F)(F)F)c2)CC1
→ 5	0.8	4	-2	2	-5	13	95	-0.2

Structures listed so far marked active in PfM18AAP inh:
nr	mol	OXTR potentiator	GPR7 antagonist	PfM18AAP inh	MEKK2 mut-MEK5	GalR3 antagonist	NALP1 inh	MEKK2 WT-MEK5
45	O=c1cc(N=Nc2ccc(Cl)cc2)[nH]c(=O)[nH]1	2	6	70*	-2	-5	48	91
